GRIN3A LBD mod: modulators (binders) of human NR3A ligand-binding domain. NR3A LBD differential scanning fluorimetry, Tm shift; 0% = protein alone, 100% = glycine-bound protein. Tm shift relative to glycine control, % at 25 µM. actives 2.5% (n = 340,000). AID 1259313;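 active means melting temperature shift of at least 10% of the positive control shift, at one fixed dose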
NLRP3 yeast inh: blocks the NALP3 inflammasome reconstituted in yeast; AID 2825; inhibition, % at 10 µM; actives 0.39% (n = 330,000); Yeast reconstituted NLRP3/ASC/caspase-1, beta-gal luminescence, 24 h;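 active means inhibition of 50% or more; inactive means inhibition below 50%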;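 further: plate controls were induced DMSO wells for no effect and uninduced yeast grown without galactose for full effect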
tim23-1 inh: growth inhibitors of tim23-1 mutant yeast; S. cerevisiae tim23-1 growth, BacTiter-Glo luminescence, 24 h; inhibition, % at 20 µM; actives 1.3% (n = 330,000);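 active means growth inhibition of the mutant yeast at or above 50%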;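 further: temperature-sensitive mutant grown at 25 °C; plate controls were DMSO-treated mutant yeast for no effect and medium wells lacking yeast for full effect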
tim10-1 inh: inhibits growth of tim10-1 mutant yeast; S. cerevisiae tim10-1 ts strain growth, BacTiter-Glo, 24 h; inhibition, % at 20 µM; actives 2.2% (n = 330,000);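 active means inhibition of at least 40%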;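 further: mutant grown at 25 °C; 0% = DMSO wells with yeast and 100% = wells holding no yeast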
UPR CHOP act: apoptotic UPR (CHOP) activation; CHO-CHOP luciferase reporter, luminescence; percent of tunicamycin response over DMSO baseline; activation, % at 10 µM; actives 0.34% (n = 330,000); AID 449763;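 active means at 10 µM dose, activation of 40% or more, normalized to positive control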;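 further: 100% = tunicamycin at 10 µg/mL and 0% = DMSO alone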
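Evaluation: % reporter activation, DMSO baseline versus tunicamycin full activation; System: CHO-CHOP luciferase reporter cell line; Input: 500 cells/well; Incubation: 6 h compound treatment, 37 °C; Measured by: Steady-Glo luciferase luminescence; Dosing: one dose, 10 µM in 0.5% DMSO; Buffer or medium: F12 medium, 10% FBS; Benchmarks: positive tunicamycin 10 µg/mL, negative DMSO alone.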
Mdm2 MdmX PPI: disrupts the human Mdm2-MdmX interaction; inhibition, % at 8 µM; AID 485346; SaOS-2 split-luciferase Mdm2/MdmX complementation, luminescence; O15151+Q00987; actives 3% (n = 330,000);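 active means inhibition of at least 50% at 8 µM in the primary screen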
Target sequence (O15151 whole entry, looked up): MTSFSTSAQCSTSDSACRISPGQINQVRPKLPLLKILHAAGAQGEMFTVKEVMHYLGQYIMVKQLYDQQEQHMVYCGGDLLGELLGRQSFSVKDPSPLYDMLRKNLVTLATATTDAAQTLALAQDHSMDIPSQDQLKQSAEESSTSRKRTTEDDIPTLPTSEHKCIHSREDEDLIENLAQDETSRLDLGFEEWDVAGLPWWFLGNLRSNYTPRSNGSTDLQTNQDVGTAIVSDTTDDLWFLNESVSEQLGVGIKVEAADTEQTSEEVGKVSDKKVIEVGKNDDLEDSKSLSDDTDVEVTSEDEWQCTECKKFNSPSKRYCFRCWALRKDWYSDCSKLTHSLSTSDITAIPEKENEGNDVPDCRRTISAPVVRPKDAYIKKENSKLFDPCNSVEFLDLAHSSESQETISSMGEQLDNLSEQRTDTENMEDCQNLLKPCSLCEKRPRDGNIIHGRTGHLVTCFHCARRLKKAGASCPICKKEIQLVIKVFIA
Target sequence (Q00987 whole entry, looked up): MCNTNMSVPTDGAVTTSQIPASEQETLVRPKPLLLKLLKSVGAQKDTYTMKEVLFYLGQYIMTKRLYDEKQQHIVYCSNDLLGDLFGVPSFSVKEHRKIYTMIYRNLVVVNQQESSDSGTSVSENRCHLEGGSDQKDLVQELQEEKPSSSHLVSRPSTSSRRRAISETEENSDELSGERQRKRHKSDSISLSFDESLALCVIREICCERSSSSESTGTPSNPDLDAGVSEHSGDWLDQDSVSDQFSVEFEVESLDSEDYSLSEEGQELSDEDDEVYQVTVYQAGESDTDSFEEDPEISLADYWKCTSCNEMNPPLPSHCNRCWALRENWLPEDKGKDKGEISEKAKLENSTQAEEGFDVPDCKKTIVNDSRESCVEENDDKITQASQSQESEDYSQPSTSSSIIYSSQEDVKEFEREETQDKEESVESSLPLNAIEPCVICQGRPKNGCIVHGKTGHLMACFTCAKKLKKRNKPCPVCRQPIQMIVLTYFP
UPR XBP1 act: activators of adaptive arm of unfolded protein response (XBP1); CHO-XBP1 luciferase reporter, IRE1-XBP1 UPR activation, luminescence; percent of tunicamycin response, DMSO as zero; AID 463104; actives 0.33% (n = 330,000); activation, % at 20 µM;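 active means versus positive control, 20 µM dose yields 30% or more activation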;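 further: 100% = tunicamycin at 10 µg/mL and 0% = DMSO only wells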
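Signal: luciferase luminescence; Assay system: CHO-XBP1 luciferase reporter cells; Amount: one thousand reporter cells per well; Dosing: 20 µM single concentration, DMSO 1%; Benchmarks: high control tunicamycin 10 µg/mL final, low control DMSO vehicle only; Schedule: 6 h compound exposure at 37 °C, 5% CO2; Evaluation: percent activation relative to tunicamycin reference.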
APJ ag: agonists of human APJ apelin receptor; P35414; CHO-K1 APJ PathHunter beta-arrestin, luminescence; 0% DMSO wells, 100% apelin; activation, % at 20 µM; actives 0.11% (n = 330,000); AID 2520;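 active means activation more than six SD over the plate average, tested at 20 µM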;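 further: 0% = DMSO alone and 100% = apelin-13 at 10 nM; some results filed as inactive read as strong as hits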
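system = engineered CHO-K1 APJ arrestin reporter cells | input = 1000 cells per well | timing = overnight seeding, 90 min compound at 25 °C, 1 h detection | measured by = enzyme-fragment complementation luminescence | read-out = beta-arrestin recruitment to APJ as agonist activity, luminescent signal | control set = negative DMSO alone, positive Apelin-13 at 10 nM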
TIM10 inh: growth inhibitors of TIM10 yeast strain | S. cerevisiae TIM10 strain growth, BacTiter-Glo luminescence, 24 h | inhibition, % at 10 µM | actives 1.4% (n = 330,000) | AID 463195;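 active means inhibition of 40% or more at the single tested concentration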;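 further: wild-type TIM10 isogenic control strain grown at permissive 25 °C; 0% = DMSO yeast wells and 100% = minimal medium wells without yeast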
Active calls of the source: *; . = not tested or not shown.

SMILES	GRIN3A LBD mod	NLRP3 yeast inh	tim23-1 inh	tim10-1 inh	UPR CHOP act	Mdm2 MdmX PPI	UPR XBP1 act	APJ ag	TIM10 inh
C=CCOc1c(Br)cc(/C=C2\SC(=Nc3ccccc3)NC2=O)cc1OC	2	19	18	7	-1.1	-16	12	4	10
CCOc1ccc(C(=O)Nc2cccc(-c3ccc(N4CCOCC4)nn3)c2)cc1OCC	-1	15	1	13	4.7	-17	3	4	9
CCOC(=O)N1CCN(C(=O)c2cc3n(n2)C(C(F)(F)F)CC(c2ccc4c(c2)OCO4)N3)CC1 (centres undefined)	0	-5	17	11	-0.5	-11	5	-7	3
CCOc1ccc(NC(=O)c2ccc(N)cc2)cc1	-10	6	16	15	3.1	17	-1	7	9
COc1ccc(NC(=O)C(NC(C)=O)C(=O)NCc2ccccc2)cc1 (centres undefined)	-2	21	15	-3	0.3	2	-2	1	-6
CCOc1c(C)cc2[nH]c(CCC(=O)O)nc2c1C	1	15	-11	2	0.7	14	-1	1	-10
CN(C)c1ccc(C(=O)NN2C(=O)c3ccccc3C2=O)cc1	3	5	-6	-11	2.0	-9	2	-3	-16
O=C(NC(=S)NCCCN1CCOCC1)c1cccc2ccccc12	0	19	3	-27	-0.4	16	1	-3	-24
CCC(=O)c1ccc(N2CCC(C)CC2)c(F)c1	1	18	16	-5	4.9	-16	5	-2	-4
Cn1c(=O)c2c(nc(Br)n2CC(=O)c2cccs2)n(C)c1=O	2	30	-1	-30	-0.5	3	-2	-4	-41
CCS(=O)(=O)Nc1cccc(-c2nc3cccnc3s2)c1	0	13	7	8	4.1	-12	1	-6	0
OCCNCCSc1nc(C2CCCCC2)n(-c2ccccc2Cl)n1	3	7	-3	10	0.0	23	1	-3	-1
COc1ccc2cc(C3CC(c4cccs4)=NN3S(C)(=O)=O)c(Cl)nc2c1 (centres undefined)	1	10	21	33	0.7	-5	2	3	28
O=C(N/N=C/c1ccccc1C(=O)O)c1cccc(S(=O)(=O)N2CCOCC2)c1	0	6	-15	-20	0.0	23	-1	-1	1
CCC(C)(C)C1CCC2(CC1)NC(=O)N(CC(=O)N(C)Cc1ccc(OC(F)F)cc1)C2=O (centres undefined)	1	10	16	15	-0.2	31	-3	-6	22
COc1ccc(NC(=O)N(C2CCCCC2)C(C)c2cccnc2)c(OC)c1 (centres undefined)	0	10	0	-29	-0.4	1	-7	-1	-30
CCOC(=O)C1=C(C)C(c2cccc(Oc3ccccc3)c2)NC(=S)N1 (centres undefined)	-2	17	35	35	2.0	13	-2	0	35
CCOc1ccc(S(=O)(=O)N2CCN(C(=O)c3cc(-c4ccccc4)nn3-c3ccccc3)CC2)cc1	0	20	18	18	5.4	33	3	9	22
COc1cc(S(=O)(=O)NCCOC23CC4CC(CC(C4)C2)C3)c(OC)cc1Cl	-10	2	36	26	4.4	-5	0	-1	20
NC(=O)c1ncc(C(F)(F)F)cc1Cl	-1	16	5	11	-1.1	-8	-3	-3	-2

Whole records as entered above. Screens in order: GRIN3A LBD mod, NLRP3 yeast inh, tim23-1 inh, tim10-1 inh, UPR CHOP act, Mdm2 MdmX PPI, UPR XBP1 act, APJ ag, TIM10 inh
Profile of Cn1c(=O)c2c(nc(Br)n2CC(=O)c2cccs2)n(C)c1=O : 2, 30, -1, -30, -0.5, 3, -2, -4, -41
Profile of CCC(C)(C)C1CCC2(CC1)NC(=O)N(CC(=O)N(C)Cc1ccc(OC(F)F)cc1)C2=O (centres undefined) : 1, 10, 16, 15, -0.2, 31, -3, -6, 22
Profile of CCOc1ccc(S(=O)(=O)N2CCN(C(=O)c3cc(-c4ccccc4)nn3-c3ccccc3)CC2)cc1 : 0, 20, 18, 18, 5.4, 33, 3, 9, 22

The list goes on:
SMILES	GRIN3A LBD mod	NLRP3 yeast inh	tim23-1 inh	tim10-1 inh	UPR CHOP act	Mdm2 MdmX PPI	UPR XBP1 act	APJ ag	TIM10 inh
CCC(C)[C@H]1CN=C(N)N1CCc1cccc(F)c1 (some centres undefined)	-1	14	-8	-13	1.4	-9	0	5	-8
Cc1ccn(CCC(=O)Nc2ccc3c(c2)OCO3)n1	0	14	0	16	0.0	-5	2	4	22
Cc1nc2cc(NC(=O)NCCC3=CCCCC3)ccc2o1	-14	22	14	-1	5.1	-39	2	-3	-5
COc1ccc(OC)c(CC(NC(C)=O)C(=O)NC2CCN(c3cc(C)nc4ncnn34)CC2)c1 (centres undefined)	.	6	7	5	-0.7	3	2	-4	17
CCCCN(CCCC)C1=Nc2ccccc2N/C1=C(/C#N)C(=O)OCC	17*	25	25	16	-1.1	5	-4	-5	15
CCOC(=O)N1CCN(C(=O)CSC2=NS(=O)(=O)c3cc(Cl)ccc3N2)CC1	6	8	2	4	1.4	19	-1	-2	3
CCCC(=O)NC(=S)c1c(C)n(C)n(-c2ccccc2)c1=O	0	14	15	9	-2.1	18	-5	3	6
O=C(O)CCCn1cc(NC(=O)c2ccco2)cn1	1	10	-6	-11	-0.1	8	-1	-1	-18
O=C(O)CCC(=O)Nc1ccc(-n2ccc(C(F)(F)F)n2)cc1	-1	-3	-6	-12	-1.3	11	0	-4	-1
O=C(CCc1nc2ccccc2s1)OCc1ccccc1F	5	18	6	8	2.0	-20	0	1	-8
COc1cccc(NC(=O)NCc2ccc(F)cc2)c1	0	2	6	11	0.3	-12	0	-6	10
CC1=CC(=C2C(=O)c3ccccc3C2=O)C=C(C)N1Cc1ccco1	6	13	22	16	7.6	-63	-1	1	-5
Cc1noc2ncnc(Sc3ccc(Br)cc3)c12	-3	46	65*	54*	229*	30	-11	-2	36
Cc1nnc(SCC(=O)N2CCC(C(N)=O)CC2)s1	3	8	-1	8	0.5	16	-1	-3	0
O=C(/C=C/c1cccc(F)c1)Nc1ccc(S(=O)(=O)N2CCOCC2)cc1	37*	16	24	11	0.2	16	-3	-2	68*
COc1ccc(C(=O)c2ccc3oc(-c4ccc(OC)cc4)c(C#CCCO)c3c2)cc1	-5	27	-7	11	-0.1	36	3	3	-12
CC(=O)C1=C(O)C(=O)N(CCCN2CCOCC2)C1c1ccccc1[N+](=O)[O-] (centres undefined)	3	18	15	12	0.3	19	-4	-1	7
Cc1cccc(NC(=O)COc2ccc(Br)cc2)n1	0	13	23	34	2.1	-30	3	-2	31
COc1cc(OC)cc(C(=O)NCc2ccc(-n3cccc3)cc2)c1	-2	6	-9	4	0.4	34	4	-2	-18
Fc1cc(F)c(F)c(SCCc2ccncc2)c1F	1	-5	-49	8	-0.2	-36	0	5	-14

Sorted by SMILES length (largest number first): part of the list above.
SMILES	GRIN3A LBD mod	NLRP3 yeast inh	tim23-1 inh	tim10-1 inh	UPR CHOP act	Mdm2 MdmX PPI	UPR XBP1 act	APJ ag	TIM10 inh
CCOC(=O)N1CCN(C(=O)CSC2=NS(=O)(=O)c3cc(Cl)ccc3N2)CC1	6	8	2	4	1.4	19	-1	-2	3
CCCCN(CCCC)C1=Nc2ccccc2N/C1=C(/C#N)C(=O)OCC	17*	25	25	16	-1.1	5	-4	-5	15
Cc1noc2ncnc(Sc3ccc(Br)cc3)c12	-3	46	65*	54*	229*	30	-11	-2	36

The list goes on:
SMILES	GRIN3A LBD mod	NLRP3 yeast inh	tim23-1 inh	tim10-1 inh	UPR CHOP act	Mdm2 MdmX PPI	UPR XBP1 act	APJ ag	TIM10 inh
CN1CCN(CC#CCC2(O)c3ccccc3-c3ccccc32)CC1	-1	17	1	11	-1.3	16	-3	-1	9
CCC(CO)Oc1cc(NCc2ccccc2C)c2ncn(C(C)C)c2c1 (centres undefined)	1	8	3	4	-0.6	20	2	-1	2
COc1cc(C)nc(N2CCCC(C(=O)Nc3cccc(Cl)c3Cl)C2)n1 (centres undefined)	3	0	-21	3	-1.9	12	-2	-7	5
O=CN1CCN(C(C(=O)NC2CCCCC2)c2cc3c(cc2[N+](=O)[O-])OCO3)CC1 (centres undefined)	1	0	17	6	3.0	-1	6	14	1
CCOc1ccc(NC(=O)CN2CCN(CC(=O)Nc3ccc(F)cc3)CC2)cc1	-1	12	4	-6	-0.5	12	0	-6	-9
CC(C)(C)c1ccc(S(=O)(=O)NC(Cc2ccccc2)C(=O)O)cc1 (centres undefined)	-3	11	17	6	-2.8	20	-3	4	7
O=C(CSc1nccc(=O)[nH]1)Nc1ccc(S(=O)(=O)N2CCOCC2)cc1	7	-6	21	9	-2.4	-15	-3	0	14
COC(=O)c1c(=O)n(O)c2ccc(OC)cc2[n+]1[O-]	-2	9	14	-24	-1.9	-10	-2	1	-6
CN(CC(=O)NC(=O)Nc1ccccc1F)Cc1ccccc1	3	25	33	24	4.2	-18	-1	10	3
COc1ccc(NC(=O)N(C)C[C@H]2Oc3ccc(NS(=O)(=O)c4ccc(F)cc4)cc3C(=O)N([C@H](C)CO)C[C@@H]2C)cc1	-1	0	12	11	0.5	-9	-2	1	3
Cc1ccc(C(=O)N/C(=C\c2cccs2)C(=O)NCc2cccnc2)cc1	-6	14	-5	12	0.2	19	-1	0	5
O=C(c1cc(N2C(=O)C3C4CCC(C4)C3C2=O)ccc1Cl)N1CCN(c2ccccc2F)CC1 (centres undefined)	-4	2	12	15	0.7	19	-2	-2	11
Oc1c(Br)cc(Br)cc1C=Nc1ccc2[nH]ncc2c1	7	30	86*	46*	-2.1	30	-5	14*	4
CCOC(=O)c1sc(NC(=O)CSc2n[nH]c(-c3ccc(Cl)cc3Cl)n2)c(C#N)c1C	33*	8	-22	16	-2.7	21	0	-2	0

Compound activity: PubChem, Sanford-Burnham Center for Chemical Genomics

Random draw from the library, and some 8.2% of all compounds hit somewhere here.
